Screens (PubChem)
Integrin act MD – qHTS for Activators of Integrin-Mediated Alleviation for Muscular Dystrophy | alpha7betagal myoblasts, beta-gal FDG fluorescence, 48 h | Potency, µM (doses to about 38.3 µM), inactives show at the top dose activation, actives largely listed as activators | actives 0.064% (n = 350,000) | AID 624291, 2012;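 note: potency is the fitted concentration of half-maximal effect; 100% = response of the positive control SU9516; nearly all actives have a fitted effect of over 60% in size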
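Alpha7betagal+/- myoblasts (passage 13) were plated 16-24 hr, then exposed to compounds (1:260 dilution of DMSO stock) for 48 hours at 37C. After MPER lysis, β-galactosidase reporter activity was read as FDG fluorescence (ex 480/em 540) after 30 minutes.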
PTAP TSG101 blk – qHTS Assay for Iinhibitors of HIV-1 Budding by Blocking the Interaction of PTAP/TSG101; 340,000 tested, under 10 active; Fluorescence polarization, FITC-PTAP peptide / Tsg101 binding; Potency, µM (doses to about 115 µM), for the others: top-dose activity change, negative = inhibition, hits mostly inhibitors; AID 493005, 2010; Tumor susceptibility gene 101 protein (Homo sapiens), Q99816; active = well fitted inhibition curve with a large enough effect in the main read-out, with a control signal flat, not every such curve was filed as active; inconclusive = small, poorly fitted or top-dose-only effect, or effect the other way, or a change in a side signal; inactive = no such curve, though single readings can be large or run the other way; note: potency is the fitted concentration of half-maximal effect; % of control where 0% means no effect
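Fluorescence anisotropy tracks displacement of a FITC-tagged PTAP peptide (50 nM) from the Tsg101 binding domain (10 uM), following a 20 min room-temperature incubation at pH 7.5.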
TCR act – Activators of T cell receptors: qHTS campaign; primary human leukocytes, anti-CD3, IL-2 HTRF, 48 h; Potency, µM (highest dose often 9.22 µM), inactives show top-dose activation of IL-2 secretion, hits mostly activators; 330,000 tested, under 10 active; AID 504894, 2011; note: % of control where 0% means no effect
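48 hr co-incubation of compounds, a-CD3 beads and primary human leukocytes; IL-2 quantified homogeneously by HTRF with anti-IL-2 K and d2 conjugates.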
ELG1 DNA repair – qHTS screen for small molecules that inhibit ELG1-dependent DNA repair in human embryonic kidney (HEK293T) cells expressing luciferase-tagged ELG1; HEK293T ELG1-luciferase reporter, luminescence, 16 h; DNA damage induced by 5-fluorouridine; actives 2.3% (n = 330,000); Potency, µM (series often up to 46.1 µM), inactives show top-dose activity change, negative = inhibition, actives largely listed as inhibitors; note: potency is the fitted concentration of half-maximal effect; % is set by controls: 0 for no effect and ±100 for the full control effect; nearly all actives have a fitted effect of over 55% in size
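Step one: seed 2,000 cells per well. Step two: pin-transfer compound or DMSO alongside 5-fluorouridine. Step three: incubate 16 hr, 37 °C, 5% CO2. Step four: add ONE-Glo, wait 30 min, read luminescence.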
B2AR arrestin – qHTS assay of beta-arrestin-biased ligands of beta2-adrenergic receptor. Potency, µM (highest dose often 46.1 µM), inactives show at the highest dose activation, hits mostly activators. actives 0.02% (n = 330,000). beta-arrestin recruitment to beta2AR, cell-based reporter;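 note: potency is the fitted concentration of half-maximal effect; 0% = DMSO controls and full agonism = EC100 isoproterenol or metaproterenol; nearly all actives have a fitted effect of over 65% in size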
p53 reactivator – qHTS assay for re-activators of p53 using a Luc reporter; Potency, µM (series often up to 92.2 µM), without a hit: at the highest dose activity change, positive = activation, most hits filed as activators; actives 0.063% (n = 320,000); AID 504706, 2011; H1299 p53-A138V BP100-luciferase reporter, luminescence, 24 h; note: potency is the fitted concentration of half-maximal effect; % of control where 0% means no effect; nearly all actives have a fitted effect of over 45% in size
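p53-null H1299 cells stably carrying temperature-sensitive p53-A138V and a BP100-luciferase reporter were pinned with compounds (4-point, 1:5 series) and held 24 hrs at 37 deg C. Luminescence was read 10 min after detection reagent.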
TRPV1 ag – HTS Assay for Compounds that Act as Agonists of the Vanilloid Receptor 1; TRPV1-expressing cells, Fluo-8 calcium influx, agonist mode; activation, % at 8.33 µM; actives 0.19% (n = 320,000); in the data active = activation above about 80%; inconclusive = between about 30% and that limit; note: 0% is about no effect
Target sequence (Q8NER1 whole entry, looked up): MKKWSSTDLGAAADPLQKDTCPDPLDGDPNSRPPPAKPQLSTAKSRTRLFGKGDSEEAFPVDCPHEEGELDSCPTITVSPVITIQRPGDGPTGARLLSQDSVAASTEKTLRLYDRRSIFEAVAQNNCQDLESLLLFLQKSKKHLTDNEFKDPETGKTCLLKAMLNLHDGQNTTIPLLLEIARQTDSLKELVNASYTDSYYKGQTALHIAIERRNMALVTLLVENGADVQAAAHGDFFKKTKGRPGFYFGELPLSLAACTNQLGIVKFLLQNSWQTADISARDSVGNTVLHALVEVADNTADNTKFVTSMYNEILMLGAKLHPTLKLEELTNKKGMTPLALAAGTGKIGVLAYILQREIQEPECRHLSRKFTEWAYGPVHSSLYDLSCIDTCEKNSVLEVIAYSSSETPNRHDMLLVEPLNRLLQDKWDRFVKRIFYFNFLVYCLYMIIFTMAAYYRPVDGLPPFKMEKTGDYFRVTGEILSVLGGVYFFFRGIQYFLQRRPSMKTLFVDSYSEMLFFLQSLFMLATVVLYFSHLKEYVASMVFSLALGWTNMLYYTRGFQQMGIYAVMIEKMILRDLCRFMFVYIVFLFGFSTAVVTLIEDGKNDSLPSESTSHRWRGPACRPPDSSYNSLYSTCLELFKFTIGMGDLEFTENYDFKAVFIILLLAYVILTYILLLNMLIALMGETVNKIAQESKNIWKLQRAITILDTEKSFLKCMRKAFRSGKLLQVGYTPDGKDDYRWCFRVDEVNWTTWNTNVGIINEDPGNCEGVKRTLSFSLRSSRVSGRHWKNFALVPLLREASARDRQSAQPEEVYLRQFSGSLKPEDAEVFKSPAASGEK
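Cells expressing TRPV1 were dye-loaded with Fluo-8 and read kinetically: 10 s baseline, 3 min after compound (agonist portion), then 2 min after EC20 capsaicin (allosteric enhancer portion). Calcium-bound dye fluorescence at 480/520 nm.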
BRCA1 expr act – qHTS Assay to Identify Small Molecule Activators of BRCA1 Expression; MCF7-BRCA1-FFLuc reporter, luminescence, 48 h; response scale: scaled: vehicle 0%, 10 µM genistein 100%; Potency, µM (series often up to 46.1 µM), for the others: top-dose activation, hits mostly activators; actives 1.1% (n = 380,000); AID 624202, 2012; note: potency is the fitted concentration of half-maximal effect; nearly all actives have a fitted effect of over 80% in size; some results filed as inactive show a strong effect at the top dose
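Reporter cells (MCF7, BRCA1 promoter-firefly luciferase) received library compounds across a concentration series for 48 h. End-point luminescence was measured and concentration-effect curves derived after normalization.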
A-T KAP1 phos – qHTS Assay for Identifying a Potential Treatment of Ataxia-Telangiectasia; actives 0.19% (n = 320,000); […] A-T fibroblasts, KAP-1 phosphorylation AlphaLISA; neocarzinostatin DNA damage 30 min before lysis; Potency, µM (highest dose often 57.5 µM), without a hit: at the highest dose activation, most hits filed as activators; AID 485349, 2010; note: potency is the fitted concentration of half-maximal effect; % of control where 0% means no effect; nearly all actives have a fitted effect of over 45% in size
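hTERT-immortalized A-T patient fibroblasts ([…]), 500 cells/well in OPTI-MEM, 1% FBS, got compounds for 60 min, then NCS for 30 min at 37C. Lysates were then assayed for phospho-KAP-1 by AlphaLISA (anti-pKAP1 donor, anti-KAP1 acceptor beads), 6 hr at 25C.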
CXXC DNA block – qHTS Fluorescence Polarization Assay for Inhibitors of MLL CXXC domain - DNA interaction; Histone-lysine N-methyltransferase 2A (Homo sapiens), Q03164; MLL-CXXC / FITC-HOXA9 DNA fluorescence polarization; AID 2662, 2010; actives 0.037% (n = 290,000); Potency, µM (series often up to 115 µM), for the others: at the top dose activity change, negative = inhibition, hits mostly inhibitors; active = well fitted inhibition curve with a large enough effect in the polarisation, with a control signal flat, not every such curve was filed as active; inconclusive = small, poorly fitted or top-dose-only effect, or effect the other way, or a change in a side signal; inactive = no such curve, though single readings can be large or run the other way; the % refers to the polarisation; note: potency is the fitted concentration of half-maximal effect
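Purified MLL-CXXC (added from a 7 uM solution) was preincubated 5 min at ambient with pinned compounds in 50 mM Tris-HCl pH 7.5, 50 mM NaCl, 1 mM DTT, 0.05% BSA. Fluorescein-labeled HOX-A9 DNA (50 nM solution) followed, 30 min, then polarization read.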
Active calls of the source: *; ? = inconclusive; nt = not tested or not shown; [ ] = another dose, or the depositor's remark. Unless noted, calls come from the whole dose curve; as a rule, active = well fitted curve in the direction sought with a large enough effect; inconclusive = small, poorly fitted or top-dose-only effect, or another doubt; inactive = no such curve, though single readings can be large; an effect the other way counts as inactive or inconclusive.

entry	Compound	PTAP TSG101 blk	p53 reactivator	TRPV1 ag	ELG1 DNA repair	A-T KAP1 phos	TCR act	CXXC DNA block	BRCA1 expr act	B2AR arrestin	Integrin act MD
1	O=C(Nc1ccccc1F)Nc1cc(Cl)ccc1-n1cncn1	-4%	-6%	-4	-23%	15%	2%	6%	-19%	-0.2%	21%
2	COc1cccc(NC(=O)CN(C)C(=O)c2cc(C3CC3)nn2-c2ccccc2)c1	-1%	0%	10	-21%	-2%	2%	nt	-16%	0.1%	-1%
3	CC(=O)NC(=S)Nc1ccccc1N1CCCCC1	6%	7%	3	-7%	1%	7%	8%	-25%	0.8%	-26%
4	COC(=O)C1=NN(C(=O)c2cccc(Cl)c2)C(O)(C(C)(C)C)C1 (stereo unspecified)	-2%	?	4	15%	-31%	-1%[46.1 µM]	-1%	-16%	-0.7%	-15%
5	COc1cc(NC(=O)C(Cc2ccccc2)n2cccc2)cc(OC)c1 (stereo unspecified)	-4%	-5%	1	-21%	0%	-7%	-10%	-15%	-0.5%	6%
6	COc1ccc(Cc2nc3ccc(C(=O)NC(C)c4cn(C)nc4C)cc3o2)cc1 (stereo unspecified)	-2%	-1%	6	?	1%	-1%	41%[activator]	-3%	0.0%	-21%
7	O=C(NCCN1CCN(c2ccccc2F)CC1)c1cccn2c(=O)c3ccccc3nc12	-1%	21%	10	?	-2%	-3%	-7%	-18%	0.2%	14%
8	O=C(CS(=O)(=O)Cc1ccccc1)NCc1ccco1	-5%	0%	3	1%	5%	-2%	1%	-11%	0.1%	10%
9	C=CCNC(=S)NN=C1CCCCCCC1	-9%	2%	17	-10%	16%	1%	-4%	0%	?	10%
10	CC(C)CC(=O)Nc1ccccc1N1CCN(c2ccccc2)CC1	-2%	2%	?	-13%	0%	-10%	12%	-7%	-0.1%	8%
11	CCC(C)n1c(SCC(=O)/C(C#N)=C(\C)N)nc2ccccc2c1=O (stereo unspecified)	-1%	-2%	?	-9%	-13%	3%[46.1 µM]	-6%	-20%	-1.9%	5%
12	O=C(NCCCO)c1cc2c([nH]c3ccccc32)c(-c2ccccc2)n1	-5%	-8%	14	?	0%	7%	10%	-41%	-0.2%	-3%
13	COc1cccc(NC(=O)Nc2ccc3c(c2)OCO3)c1	-6%	?	13	?	10%	-2%	?	2.8µM*	-0.8%	2%
14	Cc1ccc(C23CC4CC(CC(C(=O)OCC(=O)NC5CCS(=O)(=O)C5)(C4)C2)C3)cc1 (stereo unspecified)	0%	-3%	4	8%	-7%	1%[46.1 µM]	-6%	5%	0.0%	-5%
15	Cc1ccc(O)c(CNc2nccs2)c1	-3%	nt	4	-12%	5%	-2%	-11%	19%	-0.9%	12%
16	COc1ccc(-n2nc3ccc(NS(C)(=O)=O)cc3n2)cc1Cl	1%	16%	1	?	1%	-4%	9%	84%	-0.7%	8%
17	Cc1ccc2nc(-c3ccccc3Cl)cc(C(=O)Nc3cc(C)on3)c2c1	-2%	-9%	9	?	-6%	4%	-16%	-23%	0.2%	-48%[inhibitor]
18	CCn1c(SCC(=O)N(C)CC(=O)Nc2ccc(OC)cc2)nnc1-c1ccco1	-3%	-2%	-3	-19%	0%	6%	nt	4%	0.1%	-10%
19	CN1C2=NCCN2C(=O)c2cc(Cl)ccc21	-5%	1%	-3	-3%	-2%	6%	-7%	-9%	-0.5%	0%
20	CC(C)Oc1ccc(CN2CCC(n3nccc3NC(=O)CCc3ccccc3)CC2)cc1	nt	5%	0	?	-3%	-3%	0%	-22%	-0.9%	-14%
21	c1coc(-c2nnc3sc(-c4cccs4)nn23)c1	-8%	2%	-3	12%	3%	7%	-5%	-52%	0.3%	12%
22	O=C(NC1CCCCC1)c1ccccc1C(F)(F)F	-1%	6%	-1	8%	4%	-5%	-4%	12%	0.1%	1%
23	CN(C)CCNC(=O)Cn1nc(C(F)F)cc1C1CC1	nt	2%	-2	?	0%	nt	-1%	-2%	0.1%	15%
24	O=C1/C(=C\c2ccco2)CCC/C1=C\c1ccco1	11%	25µM*	9	?	6%	0%[46.1 µM]	?	-1%	8.8%	-39%[inhibitor]
25	CCOC(=O)c1[nH]c2ccc(F)cc2c1NC(=O)CN1CCc2cc(OC)c(OC)cc2C1	nt	-9%	17	6.5µM*	6%	nt	-2%	nt	-0.3%	nt
26	CCN(Cc1cc(=O)n2ccsc2n1)c1cccc2ccccc12	-5%	-3%	5	-10%	8%	0%[46.1 µM]	0%	-39%	0.5%	9%
27	Cc1cccc(N(C)C(=O)CCS(=O)(=O)c2cc3c(cc2Cl)NC(=O)CO3)c1	-3%	12%	23	0%	-4%	-2%	nt	1%	-0.4%	27%
28	Cc1ccc(NC(=O)c2nc[nH]c2C(=O)N2CCC(C)CC2)cc1	4%	-1%	16	-2%	27%	0%	16%	5%	0.4%	11%
29	COc1ccc(N2CCN(c3nc4c(c(=O)n(C)c(=O)n4C)n3Cc3ccccc3)CC2)cc1	-4%	-1%	2	?	-5%	-82%	13%	-37%	-0.3%	-8%
30	O=C(CSc1nc2c(sc3ccccc32)c(=O)n1-c1ccccc1)NCc1ccco1	0%	-9%	-7	?	4%	-12%[46.1 µM]	-1%	-50%	10.0%	8%
31	COCCN(Cc1nc(C2(c3ccc(C)cc3)CCCC2)no1)C(C)C	-2%	5%	18	-1%	5%	-6%	-13%	-43%	0.1%	-25%
32	C/C=C/c1ccc(OCCOCCNCc2ccccc2)c(OC)c1	-3%	nt	4	-10%	2%	-4%	25%	-39%	0.2%	-60%[inhibitor]
33	CN(C)S(=O)(=O)n1cnc([C@@H]2[C@@H]3C(=O)OC[C@@H]3C[C@]23N=CN(Cc2ccccc2)C3=O)c1	1%	8%	2	5%	1%	-6%	nt	-3%	-0.2%	-20%
34	CC(C)(C)c1cc(-c2n[nH]c(=S)n2-c2ccccc2F)n[nH]1	0%	7%	4	?	?	-5%	-6%	0%	-0.6%	-30%
35	CCOc1ccc(NC(=O)CN(C)C(=O)c2cc(-c3cccs3)nn2-c2ccccc2)cc1OCC	-2%	-1%	-6	?	2%	-4%	nt	-29%	0.0%	0%
36	O=C(CN1C(=O)NC2(CCCC2)C1=O)Nc1ccc(F)c(F)c1F	-3%	-5%	-5	7%	0%	2%	0%	3%[1.84 µM]	0.0%	-15%
37	CCC(=O)Nc1ccc(S(=O)(=O)N2CCc3ccccc32)cc1	-5%	nt	16	-9%	13%	2%	-4%	-2%	0.5%	2%
38	CCc1c(C(=O)OC)nnc2cc(C)nn12	-5%	1%	2	-2%	2%	2%	5%	-8%	-0.1%	11%
39	COc1ccc(NC(=O)C2CCCN(S(=O)(=O)c3cccc4nonc34)C2)cc1 (stereo unspecified)	-3%	9%	0	5%	0%	3%	46%[activator]	-13%	-0.1%	16%
40	COc1ccc(-n2nc(C(=O)Nc3cc(OC)c(OC)c(OC)c3)c3ccccc3c2=O)c(OC)c1	-5%	-6%	3	?	2%	1%	1%	11%	0.0%	-16%
41	CC(=O)Nc1ccc(SCC(=O)OCC(=O)NC(=O)NC2CCCC2)cc1	-8%	-2%	3	0%	-1%	4%	2%	3%	0.4%	13%
42	COc1ccccc1CN1C[C@@H]2C[C@@H](c3ccccc3OC)N3CCC[C@@]23C1=O	0%	-5%	1	-4%	19%	-6%	59%[activator]	-7%	1.9%	9%
